SKN-1 inh: suppressors of acrylamide-induced Pgst-4::GFP reporter in worms, primary screen, SKN-1 inhibitor project, whole organism, uHTS, GFP/RFP fluorescence ratio, strain VP596; C. elegans VP596 Pgst-4::GFP/RFP ratio, 24 h; inhibition, % at 21.8 µM; 360,000 compounds, 0.49% hits; AID 624304, 2012;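 active = interference check ratio from 0.5 to 1.5 plus GFP to RFP signal ratio inhibition reaching or exceeding a fixed threshold, cut at about 30% in these data, passing the limit was not always enough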; also: some compounds called inactive have numbers as strong as hits
FAS TE block: FAS thioesterase domain inhibitors, primary screen, biochemical, fluorescence intensity, uHTS; inhibition, % at 15 µM; 360,000 compounds, 0.67% hits; recombinant FAS-TE, OMFH fluorogenic substrate, fluorescence endpoint; AID 602261, 2012;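 active = compounds whose normalised, plate-corrected inhibition of enzyme fluorescence in the single-dose primary screen is 50% or more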;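 also: 0% = DMSO with enzyme and 100% = substrate without enzyme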
Tb MetRS inh: T. brucei MetRS inhibitors, primary screen, biochemical, luminescence. methionyl-tRNA synthetase (Trypanosoma brucei brucei). purified T. brucei MetRS, ATP depletion, Kinase-Glo luminescence. inhibition, % at 11.9 µM. 360,000 compounds, 0.4% hits. AID 624268, 2012;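 active = inhibition above a per-plate cutoff of the control wells' mean inhibition plus 3 SD, cut at about 5.5% in these data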;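 also: 0% = DMSO wells median and 100% = median of wells with control inhibitor compound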
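Material – parasite MetRS enzyme · Medium – HEPES-MgCl2-KCl buffer plus DTT, spermine, BSA, pyrophosphatase · Reagent – ATP, methionine and E. coli bulk tRNA substrates · Times – 15 min enzyme-compound preincubation, 2 h reaction, 10 min detection, 25 °C · Measured by – luminescence of leftover ATP · Evaluation – percent inhibition relative to median high and low control wells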
CendR NRP1 mod: modulators of CendR peptide binding to NRP-1, primary screen, biochemical, fluorescence polarization, uHTS. inhibition, % at 25 µM. Neuropilin-1 (Homo sapiens), O14786. 360,000 compounds, 0.85% hits. FAM-RPARPAR peptide binding to NRP-1;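 active = inhibition or corrected inhibition above about 18%, plus a signal ratio from 0.5 to 1.5, limit read from the data, passing the limit was not always enough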; also: strong numbers were not always called active
MsrA inh: bovine MsrA enzyme inhibitors, primary screen, biochemical, absorbance, HTS | purified bovine MsrA, absorbance read-out | AID 651718, 2012 | inhibition, % at 15.5 µM | 360,000 compounds, 0.75% hits; in the data active = inhibition above about 4.5%;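 also: 0% = vehicle wells with enzyme and 100% = reference inhibitor wells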
PABP1 MLLE inh: inhibitors of PABP1 MLLE–PAM2 peptide binding, primary screen, biochemical, fluorescence polarization, FITC-PAM2, GST-MLLE; inhibition, % at 20 µM; AID 588489, 2011; 360,000 compounds, 0.36% hits; Polyadenylate-binding protein 1 (Homo sapiens), P11940; in the data active = inhibition above about 35%, passing the limit was not always enough;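 also: plate controls were DMSO wells with GST-MLLE for no effect and wells lacking GST-MLLE protein for full effect; some results filed as inactive read as strong as hits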
Target sequence (P11940 whole entry, looked up): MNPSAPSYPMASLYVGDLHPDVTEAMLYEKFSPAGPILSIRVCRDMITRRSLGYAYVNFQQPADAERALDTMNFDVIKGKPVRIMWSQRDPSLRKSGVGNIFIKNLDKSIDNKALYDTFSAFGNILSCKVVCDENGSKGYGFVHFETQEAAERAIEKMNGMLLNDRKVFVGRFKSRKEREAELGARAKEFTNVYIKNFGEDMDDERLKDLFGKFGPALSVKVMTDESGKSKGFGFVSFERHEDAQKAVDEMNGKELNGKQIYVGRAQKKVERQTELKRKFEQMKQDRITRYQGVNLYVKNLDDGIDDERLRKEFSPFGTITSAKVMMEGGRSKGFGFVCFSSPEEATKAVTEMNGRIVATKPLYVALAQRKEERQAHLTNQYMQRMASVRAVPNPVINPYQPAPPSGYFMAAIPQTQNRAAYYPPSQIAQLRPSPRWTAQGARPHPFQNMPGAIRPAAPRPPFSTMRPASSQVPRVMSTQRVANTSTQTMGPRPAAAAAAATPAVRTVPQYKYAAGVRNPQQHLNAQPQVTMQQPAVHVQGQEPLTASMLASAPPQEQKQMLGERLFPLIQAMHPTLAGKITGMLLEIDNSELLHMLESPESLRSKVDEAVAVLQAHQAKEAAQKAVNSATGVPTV
MsrA act: bovine MsrA enzyme activators, primary screen, biochemical, absorbance, HTS | purified bovine MsrA, absorbance read-out | Methionine sulfoxide reductase A (Bos taurus) | AID 602163, 2012 | activation, % at 10.6 µM | 360,000 compounds, 0.3% hits; in the data active = activation above about 7.5%;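 also: 0% = vehicle and 100% = reference activator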
eLon inh: inhibitors of E. coli Lon protease, primary screen, biochemical, fluorescence polarization; purified E. coli Lon protease; inhibition, % at 7.94 µM; 360,000 compounds, 0.42% hits; in the data active = inhibition above about 13%, passing the limit was not always enough;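 also: 0% = enzyme with probe and DMSO and 100% = no enzyme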
MT1-MMP act inh: blockers of MT1-MMP proenzyme processing, primary screen, HT1080 RFP-PRO-GFP cells, GFP/RFP fluorescence. GFP/RFP ratio fluorescence, overnight; percent of plate control window, DMSO zero. GFP/RFP ratio change, % at 20 µM. 360,000 compounds, 0.061% hits. AID 651647, 2012;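 active = GFP/RFP ratio change of at least 30% with cell ATP level not reduced by more than half and red fluorescence within 50% of control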; also: strong numbers were not always called active
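Assay system: RFP-PRO-GFP reporter HT1080 cells; read-out basis: GFP/RFP fluorescence ratio; benchmarks: DMSO wells and RFP-L50D-GFP cells; doses: 20 µM single dose, 1% DMSO; schedule: overnight cell settling, then overnight compound exposure, 37 °C, 5% CO2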
* marks the source's active call; other numbers are inactive results; . = no result given.

SMILES | SKN-1 inh | FAS TE block | Tb MetRS inh | CendR NRP1 mod | MsrA inh | PABP1 MLLE inh | MsrA act | eLon inh | MT1-MMP act inh
COc1ccc(NC(=O)C2CCCN(S(=O)(=O)c3c(C)[nH]c(=O)[nH]c3=O)C2)cc1OC (stereo not given) | -4 | -7 | -0.8 | 0 | 1.6 | 5 | -8 | 2 | 2
O=C(N[C@H]1C/C=C\C[C@@H](CC(=O)N(CCO)Cc2ccccc2)C(=O)NC[C@H](c2ccccc2)OC1=O)OCC1c2ccccc2-c2ccccc21 | -33 | -1 | -0.2 | -9 | 0.8 | -8 | -5 | -6 | -8
CCOc1ccccc1NC(=O)CCS(=O)(=O)c1ccc(Br)cc1 | -10 | -2 | -0.6 | 7 | -0.7 | 9 | -4 | 6 | -3
O=C(NC1CCCCCC1)C1CCN(S(=O)(=O)c2cccc3cccnc23)CC1 | -4 | 0 | -0.3 | 2 | 0.8 | -6 | -5 | -4 | -4
COc1ccc2c(c1)C(C)=CC(C)(C)N2S(=O)(=O)c1ccc(C)cc1 | 4 | 29 | 0.5 | -1 | 0.3 | 2 | -1 | -3 | 2
Cn1c(=O)c2c(nc(NCCNC(=O)c3ccco3)n2Cc2ccccc2)n(C)c1=O | -2 | 1 | -0.3 | -3 | -1.3 | -14 | -2 | 1 | 2
Cc1ccc(C(=O)N/N=C/c2sc(=O)n(Cc3cccc(C(=O)O)c3)c2Cl)cc1 | 11 | -3 | 0.7 | -2 | 6.0* | -69 | -2 | 1 | 3
CCN(CC(=O)Nc1c(F)cccc1F)C(=O)c1cccc(S(=O)(=O)N2CCCCCC2)c1 | 9 | -4 | -0.4 | -9 | -0.7 | 11 | -3 | 1 | 2
CCN(CC(=O)NCc1cccs1)C(=O)c1ccc(C)o1 | 8 | -6 | -0.3 | 5 | -0.4 | -10 | -3 | 8 | 2
CCOC(=O)C(NC(C)=O)C(=O)Nc1ccc(OC)cc1 (stereo not given) | 8 | -3 | 0.3 | 3 | 1.3 | 14 | -3 | 9 | -2
CCOc1ccc(S(=O)(=O)N2CCCCC2)cc1NC(=O)CC1OC(=O)c2ccccc21 (stereo not given) | 7 | 8 | -0.5 | -13 | -0.1 | -1 | -3 | -3 | 0
Cc1cc(-c2ccccc2)nc(N/N=C/c2ccc([N+](=O)[O-])cc2)n1 | 9 | 67* | -0.1 | 0 | 0.8 | 7 | -9 | 0 | 4
CCOc1ccccc1N(C(=O)c1snc(C(N)=O)c1N)C(C(=O)NCc1ccccc1)c1ccc(O)cc1 (stereo not given) | 9 | 1 | -0.3 | -12 | 0.0 | 7 | -3 | -3 | -7
Cc1c(Cl)c([N+](=O)[O-])nn1CC(=O)NCc1ccco1 | 3 | 8 | 0.2 | 3 | -0.1 | 12 | 0 | -3 | 2
Cc1nnc(SCc2cn3ccsc3n2)n(N)c1=O | 12 | -6 | -1.1 | -2 | -0.7 | 7 | -4 | -8 | 1
CC(C)CNC(=O)COC(=O)Cc1ccc(Cl)cc1 | 18 | -3 | -0.5 | -10 | 0.6 | 0 | 2 | 7 | 6
Cc1ccc(N(C(C)C(=O)NCc2ccncc2)S(C)(=O)=O)cc1C (stereo not given) | 0 | -9 | -0.1 | 3 | -0.6 | -2 | -11 | -4 | -1
CC(C)(C)C(=O)Nc1scc(-c2ccc(-c3ccccc3)cc2)c1C(=O)O | 13 | -2 | -0.6 | -5 | 0.0 | -5 | -1 | 7 | 0
CC1(C)C(=O)OC(c2cccn2-c2ccc([N+](=O)[O-])cc2)C2(CCCCC2)C1=O (stereo not given) | -5 | -4 | 0.6 | -6 | 1.3 | -6 | -3 | 0 | 6
CCCCOC(=O)C1C2C=C[C@]3(CN(CCCOC)C(=O)[C@H]13)O2 (stereo not given in full) | -14 | -2 | -0.7 | 12 | 0.1 | -12 | -2 | -7 | 0
CN(CC(=O)Nc1ccc(F)cc1)C(=O)Cn1cnc2ccc([N+](=O)[O-])cc2c1=O | 0 | 22 | -0.2 | -4 | 1.1 | -14 | -7 | -3 | -1
O=C1N=C(N2CCCC2)S/C1=C\c1ccccc1 | 14 | -6 | -0.3 | 16 | 4.5 | 2 | -4 | 12 | 0
O=C(Nc1c(C(=O)N2CCOCC2)oc2ccccc12)c1ccccc1Cl | -4 | -3 | -0.9 | 8 | -0.4 | -18 | -10 | 2 | -4
CN(C(=O)COC(=O)c1cnc(Cl)c(Cl)c1)C1CCS(=O)(=O)C1 (stereo not given) | 1 | -5 | -0.3 | -4 | 0.8 | 3 | -1 | 2 | 1
CC1CN(c2nc3c(c(=O)n(Cc4ccc(Cl)c(Cl)c4)c(=O)n3C)n2C)CC(C)O1 (stereo not given) | -1 | 12 | -0.3 | 4 | 0.2 | 6 | -5 | 0 | 0
Following part.
SMILES | SKN-1 inh | FAS TE block | Tb MetRS inh | CendR NRP1 mod | MsrA inh | PABP1 MLLE inh | MsrA act | eLon inh | MT1-MMP act inh
CCCCC(=O)Nc1cnc(NC(=O)c2ccco2)cc1C | -4 | -5 | -0.4 | 7 | -0.4 | 1 | 2 | 3 | -2
S=C(Nc1ccc(Cl)cc1)NC1CCN(Cc2ccccc2)CC1 | 0 | -2 | -0.9 | 11 | -0.9 | 4 | -8 | -1 | 6
CCOC(=O)c1cccc(-n2cccc2/C=C2\NC(=O)N(CC(=O)O)C2=O)c1 | 11 | -4 | 0.4 | -14 | 5.0* | -1 | -4 | -13 | 0
COCCCn1c(-c2ccc(OC)cc2)nc2c1c(=O)[nH]c(=O)n2Cc1ccccc1 | 12 | -4 | -0.5 | -6 | 1.4 | 0 | -2 | -10 | 6
Cc1ccc2nc(SCC(=O)Nc3cc([N+](=O)[O-])ccc3F)[nH]c2c1 | 8 | 45 | 2.2 | 3 | 0.9 | -113 | -4 | 3 | 6
COc1ccc(OC)c(CCNC(=O)c2ccc(CS(=O)Cc3cccc(Cl)c3)o2)c1 (stereo not given) | -15 | -2 | 0.3 | -3 | -1.6 | 5 | -2 | -5 | 4
COc1ccc(NC(=O)C2Cc3c(-c4ccccc4Oc4ccccc4)ccnc3O2)cc1OC (stereo not given) | 6 | 11 | -0.2 | -13 | -0.5 | 6 | 1 | -4 | 12
COc1cc2c(-c3ccccc3)c(C)oc2cc1/C=N/NC(N)=S | 5 | -1 | 1.0 | 3 | 1.7 | -131 | -2 | 1 | 8
O=S(=O)(Cc1cc(Oc2ccccc2)nc(-c2ccccc2)n1)c1ccccc1 | 11 | 30 | -0.3 | -8 | 1.4 | -2 | -6 | 6 | -8
COc1ccc(-c2ccc(C#N)c(SCC(=O)NC3CC3)n2)cc1OC | 2 | -8 | 0.1 | 8 | 2.2 | -1 | -1 | 2 | 5
CCc1c(C)[nH]c(C(=O)OCc2ccccc2)c1C | 20 | 8 | -0.8 | 3 | -0.3 | 6 | -12 | 6 | .
Cc1ccc(NC(=O)CS(=O)CC(=O)Nc2cnc3ccccc3c2)cc1Cl (stereo not given) | 12 | 4 | 2.3 | -4 | -1.1 | 4 | -1 | -7 | 2
CC(C)N(C(=O)CSc1nnc(Cc2ccc3c(c2)OCO3)n1C)C(C)C | -3 | -5 | -0.8 | 15 | 0.0 | 6 | -5 | -4 | 2
CCn1c(CCNC(=O)c2cccs2)nnc1SCC(=O)Nc1cccc(Cl)c1 | -8 | -4 | -0.1 | 10 | 1.0 | -3 | 2 | 11 | .
COc1ccc(NC(=O)CSc2nc3ccccc3n2-c2ccccc2)c([N+](=O)[O-])c1 | -2 | 35 | -0.5 | 11 | 0.8 | -3 | -5 | 0 | -3
CC(C)Cn1c(N)c(C(=O)CSc2nncs2)c(=O)n(C)c1=O | 25 | -4 | -0.2 | 2 | 0.0 | -8 | 0 | -11 | 0
Cc1cc(C)c(OCCCCN(C)Cc2ccccc2)c(C)c1 | -4 | 6 | -0.4 | -5 | 0.1 | 2 | -1 | -8 | 0
CCCS(=O)(=O)NC(=O)C1(C)CCCN(C(=O)C(C)(C)Oc2ccc(Cl)cc2)C1 (stereo not given) | 15 | -2 | -0.1 | -1 | 0.2 | -6 | 1 | -8 | 0
CCOC(=O)Cc1csc(NC(=O)CS(=O)(=O)Cc2ccccc2)n1 | 5 | -5 | -0.1 | 1 | -0.7 | 0 | -4 | 3 | 2
Brc1ccc2oc3c(N4CCOCC4)ncnc3c2c1 | 11 | 2 | -0.4 | 10 | 2.3 | 0 | -4 | -6 | 2
Nc1ncnc2c1ncn2[C@@H]1O[C@H](COP(=O)(O)O)[C@@H](O)[C@H]1O | 7 | 4 | -6.7 | -2 | 0.4 | -1 | 0 | 1 | 3
Cn1cc(S(=O)(=O)N2CCCC(C(=O)O)C2)cn1 (stereo not given) | -3 | -2 | 0.5 | 10 | -0.1 | -2 | -3 | -3 | 1
CCCCn1c(=O)c(CCC(=O)OC(C)C(=O)Nc2cccc(Cl)c2Cl)nc2ccccc21 (stereo not given) | 3 | 22 | -0.1 | 0 | -0.4 | -3 | -2 | 7 | -3
COc1cc(C(=O)OCC(=O)NC(C)CCc2ccccc2)cc(OC)c1OC (stereo not given) | 13 | 4 | -0.8 | -5 | -1.7 | -10 | -1 | 7 | 3
COc1ccccc1N1CCN(S(=O)(=O)c2cc(-c3cc(C)no3)ccc2C(C)C)CC1 | -1 | 28 | -0.4 | -5 | -0.9 | 9 | 0 | -6 | -1
COc1ccc(CN2[C@@H](CC(=O)O)c3ccccc3S2(=O)=O)cc1 | 2 | -18 | -0.3 | 13 | 0.8 | -5 | -3 | -7 | 4
CCC(c1nnnn1Cc1ccccc1)N(Cc1ccco1)Cc1cc2cc(OC)ccc2[nH]c1=O (stereo not given) | 4 | -5 | 0.1 | 10 | 0.6 | 24 | 1 | 5 | -1
CN(CCOc1ccc(Cl)cc1)C(=O)CN1C(=O)NC2(CCCC2)C1=O | 15 | -2 | -0.5 | -10 | 0.5 | -32 | -2 | -10 | -4
Cn1c(N)c(C(=O)COC(=O)CCCc2c[nH]c3ccccc23)c(=O)n(C)c1=O | 6 | 10 | -0.5 | 0 | 0.6 | -18 | -1 | -8 | 4
Cc1cc(O)c(C2(C(F)(F)F)NCCNC2=O)cc1C (stereo not given) | -2 | -5 | 0.0 | 4 | -0.6 | -7 | 2 | 4 | -3

Entries of single compounds, quoted from the list. Order of values: SKN-1 inh	FAS TE block	Tb MetRS inh	CendR NRP1 mod	MsrA inh	PABP1 MLLE inh	MsrA act	eLon inh	MT1-MMP act inh
`Cc1cc(C)c(OCCCCN(C)Cc2ccccc2)c(C)c1` as listed: -4	6	-0.4	-5	0.1	2	-1	-8	0
`CN(CC(=O)Nc1ccc(F)cc1)C(=O)Cn1cnc2ccc([N+](=O)[O-])cc2c1=O` as listed: 0	22	-0.2	-4	1.1	-14	-7	-3	-1

Part of the list above, showing only SKN-1 inh and MT1-MMP act inh:
SMILES | SKN-1 inh | MT1-MMP act inh
COc1ccc(NC(=O)CSc2nc3ccccc3n2-c2ccccc2)c([N+](=O)[O-])c1 | -2 | -3
COc1ccccc1N1CCN(S(=O)(=O)c2cc(-c3cc(C)no3)ccc2C(C)C)CC1 | -1 | -1

From PubChem BioAssay
